# mcGAS lum: cyclic GMP-AMP synthase inhibitors, mouse, primary biochemical chemiluminescence. Q8C6L5. recombinant cGAS, Kinase-Glo ATP depletion luminescence. inhibition, % at 12.5 µM. actives 0.15% (n = 160,000). AID 1259399, 2018;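 note: 0% = negative control wells and 100% = reference inhibitor with no enzyme activity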
# hcGAS lum: Primary biochemical luminescence assay for human cyclic GMP-AMP synthase inhibitors. recombinant h-cGAS, ATP depletion, Kinase-Glo luminescence. inhibition, % at 12.5 µM. Q8N884. actives 0.081% (n = 290,000);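 note: 0% = vehicle reaction and 100% = reaction without DNA for no activity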
# Target sequence (Q8N884 whole entry, looked up): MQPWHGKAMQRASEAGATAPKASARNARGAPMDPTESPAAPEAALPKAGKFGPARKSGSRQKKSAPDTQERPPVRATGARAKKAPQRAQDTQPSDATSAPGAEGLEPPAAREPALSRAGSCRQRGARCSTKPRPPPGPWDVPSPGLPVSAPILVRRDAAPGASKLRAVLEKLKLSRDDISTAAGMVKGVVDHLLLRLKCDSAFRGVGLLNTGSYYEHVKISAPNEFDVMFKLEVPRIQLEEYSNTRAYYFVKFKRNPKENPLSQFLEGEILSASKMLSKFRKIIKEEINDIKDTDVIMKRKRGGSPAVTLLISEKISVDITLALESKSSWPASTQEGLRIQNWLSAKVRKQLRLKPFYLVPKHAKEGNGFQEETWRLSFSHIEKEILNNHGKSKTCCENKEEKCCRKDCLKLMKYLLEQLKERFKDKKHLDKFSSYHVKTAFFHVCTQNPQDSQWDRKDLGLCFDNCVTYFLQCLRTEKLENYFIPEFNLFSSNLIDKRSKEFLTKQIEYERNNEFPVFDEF
# NPYLR7 agonist: agonists of mosquito NPYLR7 receptor, primary screen, cell-based, Aedes aegypti, calcium fluorescence, mosquito biting behavior; actives 0.15% (n = 270,000); Aedes aegypti neuropeptide Y-like receptor 7 (NPYLR7); HEK293T NPYLR7/Galpha15, GCaMP6s calcium fluorescence; activation, % at 10 µM; in the data active = activation above about 40%;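 note: 0% = vehicle and 100% = reference agonist at the receptor; some compounds past the cut are filed as inactive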
# The depositor's hits bear a star; . = no result given; & = joins results of further samples. Cut-off read from the data, not from the text of the source, unless noted: active = inhibition above about 40%; inactive = the rest.
1) CCC(c1cccnc1)N(C)C(=O)Cc1ccc2nc(C)[nH]c2c1 (stereo not drawn)
2) O=C(COc1ccc(Cl)cc1)Nc1nc2ccccc2s1
3) COC(=O)c1cc(OC)c(OC)cc1NC(=O)CSc1nc2ccccc2nc1N1CCOCC1
4) Cc1ccc(-c2nnc(SCc3ccc(C(=O)NCc4ccncc4)cc3)n2-c2ccccc2F)cc1
5) CCC(=O)N1CCc2cc(C(=O)Nc3ccccc3-n3nc(C)cc3C)ccc21
6) Cc1ccccc1-c1nc(-c2ccc(S(=O)(=O)N3CCOCC3)cc2)cs1
7) O=C(Nc1ccc2c(c1)OCO2)c1cc(-c2cccs2)nc2ccccc12
8) COc1cccc(NC(=O)Cn2cccc(-c3nc(-c4ccc(OC)c(OC)c4)no3)c2=O)c1
9) CC1OC2Cc3ccccc3C2N(Cc2ccc3ccccc3c2)C1=O (stereo not drawn)
10) CCCCOCCCNC(=O)COc1ccc2c3c(c(=O)oc2c1)CCC3
assay / entry	1	2	3	4	5	6	7	8	9	10
hcGAS lum	-8	-1	-3	-2	-7	-1	-5	0	4	-6
mcGAS lum	.	0	.	-9	.	.	.	-7	.	.
NPYLR7 agonist	5	-12	-2	26	12	6	-6	.	-1	11

11) CCCCC(O)CN(CCOC)Cc1c(-c2ccccc2)nn(C)c1Oc1ccc(F)cc1 (stereo not drawn)
12) O=C(NCc1ccncc1)c1csc(CSc2nnc(-c3cccnc3)n2-c2cccc(C(F)(F)F)c2)n1
13) O=c1c(Cl)cc(C(F)(F)F)cn1Cc1nc2ccccc2o1
14) Cc1nnsc1CN(C)C(=O)c1n[nH]c2c1CCC2
15) Cc1sc2nc(-c3cccs3)nc(NCCCN3CCOCC3)c2c1C
16) CC(NC(=O)CNc1ccccc1OC(F)F)c1cccs1 (stereo not drawn)
17) Cn1cc(C(=O)NCc2ccc(F)cc2)c2[nH]c(=O)n(-c3ccc(Cl)cc3)c(=O)c21
18) CCc1cccc2c(C(CC(=O)N3CCN(Cc4ccc5c(c4)OCO5)CC3)c3ccccc3Cl)c[nH]c12 (stereo not drawn)
19) CCOCCOc1nc(-c2cccc(C(F)(F)F)c2)n(-c2ccc(NC(=O)COCc3ccccc3)cc2)n1
20) O=C(NC1CC1)C(C1CCCC1)N1CCN(C(=O)C2CC2)CC1 (stereo not drawn)
assay / entry	11	12	13	14	15	16	17	18	19	20
hcGAS lum	-4	3	-5	0	3	-8	-8	-5	-10	-2
mcGAS lum	-3	2	-8	.	.	.	.	-5	-6	-4
NPYLR7 agonist	5	-9	0	2	6	4	2	.	12	-4

21) CC(C)(C)c1[nH]nc2c1C(c1ccccc1[N+](=O)[O-])C(C#N)C(=N)O2 (stereo not drawn)
22) COc1ccccc1C(NC(=O)C1CCN(CCOc2ccc(Br)cc2)CC1)c1ccccn1 (stereo not drawn)
23) CCCn1c(C(=O)Nc2ccc(F)c(Cl)c2)cc2c(=O)n(C)c(=O)n(C)c21
24) NCc1cc(-c2cc3ccccc3o2)on1
25) CN(CC(=O)Nc1ccc(Cl)c(C(F)(F)F)c1)Cc1ncc(-c2ccc(F)cc2)o1
26) COc1cc(C)c(NC(=O)COc2cc(C)on2)cc1OC
27) CC(C)CCn1c(CN2CC(C)OC(C)C2)nc2c1c(=O)n(C)c(=O)n2C (stereo not drawn)
28) Cc1cc(C)nc(Nc2nc(C(N)Cc3ccc(C(F)(F)F)cc3)cs2)n1 (stereo not drawn)
29) CCOc1ccc(-c2ncncc2-c2ccccc2)c(O)c1
30) CC(=O)Nc1ccc2nc(CN3CCCC(CCC(=O)N4CCOCC4)C3)ccc2c1 (stereo not drawn)
assay / entry	21	22	23	24	25	26	27	28	29	30
hcGAS lum	-2	-5	-5	-5	-4	-7	-4	-1	-5	-7
mcGAS lum	-7	-5	-6	.	-6	.	.	-7	-10	.
NPYLR7 agonist	-4	5	0	-5	10	-2	13	-5	0	-1

# Values by screen from above:
# Nos. 23–29 in mcGAS lum read -6, ., -6, ., ., -7, -10
# Nos. 23–29 in NPYLR7 agonist read 0, -5, 10, -2, 13, -5, 0
# Nos. 23–29 in hcGAS lum read -5, -5, -4, -7, -4, -1, -5

# Next compounds:
31) COc1cc(Nc2ccc(NC(=O)c3ccccc3)cc2)nc(C)n1
32) COc1cccc([C@@H]2CCN(Cc3ccc(-n4cccn4)cc3)C[C@H]2O)c1
33) CCCc1[nH]ncc1C(=O)N1C[C@H]2CC[C@@H]1CN(CC(=O)N(C)C)C2
34) c1ccc(CC23CCCCC2=Nc2ccccc23)cc1 (stereo not drawn)
35) Cc1cc(C(=O)N2CCN(Cc3ccccc3)CC2)nc2cc(-c3ccccc3)nn12
36) C=CCN1C(=O)CC(N2CCN(CC)CC2)C1=O (stereo not drawn)
37) COc1cccc(C(=O)Nc2ccccc2C2SCC(=O)N2c2ccc(OC)cc2OC)c1 (stereo not drawn)
38) CC(=O)Nc1ccc(F)c(NC(=O)Cc2ccccc2)c1
39) COc1cccc(Cn2c(=O)n(Cc3ccco3)c(=O)c3oc4ccccc4c32)c1
40) O=C1CN(O)C=C2N=c3ccccc3=C2N1c1ccccc1
assay / entry	31	32	33	34	35	36	37	38	39	40
hcGAS lum	-11	-2	-14	-5	-3	-4	-5	3	-9	-8
mcGAS lum	-7	-12	-7	.	-6	-7	-8	.	-8	.
NPYLR7 agonist	8	3	.	-3	18	-3	8	-2	4	17

# Ordered by heavy-atom count (falling): part of the list above
8) COc1cccc(NC(=O)Cn2cccc(-c3nc(-c4ccc(OC)c(OC)c4)no3)c2=O)c1
5) CCC(=O)N1CCc2cc(C(=O)Nc3ccccc3-n3nc(C)cc3C)ccc21
20) O=C(NC1CC1)C(C1CCCC1)N1CCN(C(=O)C2CC2)CC1 (stereo not drawn)
14) Cc1nnsc1CN(C)C(=O)c1n[nH]c2c1CCC2
24) NCc1cc(-c2cc3ccccc3o2)on1
assay / entry	8	5	20	14	24
hcGAS lum	0	-7	-2	0	-5
mcGAS lum	-7	.	-4	.	.
NPYLR7 agonist	.	12	-4	2	-5

# The list continues.
41) COCCNC(=O)c1ccc(CSc2nnc(Cc3ccccc3)n2-c2cccc(C(F)(F)F)c2)cc1
42) COCc1ccc(CN2CCC(Oc3ccc(C(=O)NC4CCCC4)cc3Cl)CC2)o1
43) Cc1ccc(CN2CCNC(=O)C2CC(=O)N2CCSCC2)o1 (stereo not drawn)
44) Cc1ccccc1CN1CCNC(=O)C1CC(=O)NC1CCCCCCC1 (stereo not drawn)
45) Cc1ccc(CC2(NC(=O)/C=C/c3cnn(C)c3)CC2)cc1
46) CCc1ccc(CN2CCCC(CNC(=O)c3ccc[nH]3)C2)nc1 (stereo not drawn)
47) CN(C)C(=S)NC1CCCCC1
48) CCOC(=O)C(c1cc(OC)ccc1OC)C1C=CC(NC(=O)c2oc3ccccc3c2C)C1 (stereo not drawn)
49) CCCc1nc(N2CCN(S(=O)(=O)c3ccc(Cl)c([N+](=O)[O-])c3)CC2)c2c3c(sc2n1)CN(CC)CC3
50) CC(=O)NCCCSCC(=O)N1CCCC2CCCCC21 (stereo not drawn)
assay / entry	41	42	43	44	45	46	47	48	49	50
hcGAS lum	-2	4	-9	-4	-2	-1	-7	-7	12	5
mcGAS lum	-10	.	.	-11	.	.	.	-7	3	1
NPYLR7 agonist	33	6	24	17	-6	3	-10	2	0	9

51) O=C(NCc1ccc(F)c(F)c1)c1ccc(-c2n[nH]c3c2CCCc2ccccc2-3)cc1
52) C=CCC(O)(CC=C)c1ccc(CN(CCCOC)Cc2ccc(OC)cc2)o1
53) Cn1ccnc1C(=O)N1CCOC(COCc2cccc(C(F)(F)F)c2)C1 (stereo not drawn)
54) Cc1ncc2c(n1)CCC(NC(=O)CCC1CCCCC1)C2 (stereo not drawn)
55) O=C(N[C@@H]1C[C@@H]2CO[C@H](c3ccccc3)C[C@@H]2C1)c1ccc2c(c1)OCCCO2
56) COc1ccc(NC(=O)CCN(Cc2ccccc2)c2nc(-c3ccccc3)nc3ccccc23)cc1
57) CCCCCS(=O)(=O)CCCCCCCCCCn1c(-c2ccc(O)cc2)c(C)c2cc(O)ccc21
58) Cc1ccc(-c2nc(C=Nc3cccc4nsnc34)c(O)o2)cc1
59) N=C1c2ccccc2CN1NC(=O)CC12CC3CC(CC(C3)C1)C2
60) CC(C)C(NC(=O)Cn1ncc2ccccc21)C(=O)N(C)C (stereo not drawn)
assay / entry	51	52	53	54	55	56	57	58	59	60
hcGAS lum	-4	-8	-4	-2&-15	3	-4	-2	2	-3	-8
mcGAS lum	-6	-7	-7	.	-5	-9	.	-3	.	.
NPYLR7 agonist	.	6	21	15&0	4	10	-21	-16	6	7

61) Cc1nc2ccccn2c(=O)c1NC(=O)COc1ccc(Cl)cc1
62) CCOc1cccc(CNc2nn[nH]n2)c1
63) Cc1ccc(C)c(Cn2c(=O)c3c(nc4oc(C(C)(C)C)cn43)n(C)c2=O)c1
64) COc1ccc(NC(=O)N2CCN(CCCOC(c3ccc(Cl)cc3)c3ccc(Cl)cc3)CC2)c(C)c1
65) Cc1cccc(-n2ncc3c(=O)n(CCC(C)C)cnc32)c1C
66) Cc1cc(CCCC(=O)Nc2ccc(C(N)=O)cc2F)c(C)s1
67) COc1ccc(-c2nn(CCc3ccccc3)c(=O)c3nc(C)sc23)cc1OC
68) O=C(NCCOc1ccccc1)c1sc2cc(C(F)(F)F)ccc2c1Cl
69) COc1ccc(C)c2sc(N(CCCN3CCOCC3)C(=O)Cc3ccc(F)cc3)nc12
70) Cc1nc(C(F)(F)F)ccc1-c1n[nH]c2c1CN(C(=O)C1COCCO1)CC2 (stereo not drawn)
assay / entry	61	62	63	64	65	66	67	68	69	70
hcGAS lum	-11	6	-8	-11	-5	-8	4	-9	-4	-3
mcGAS lum	.	.	.	-8	.	.	-9	-8	-7	.
NPYLR7 agonist	4	2	1	5	9	12	-2	.	-2	-1

# Entries of single compounds, quoted from the list.
# Cc1ccc(C)c(Cn2c(=O)c3c(nc4oc(C(C)(C)C)cn43)n(C)c2=O)c1 is entered as hcGAS lum: -8; mcGAS lum: .; NPYLR7 agonist: 1
# CCOc1cccc(CNc2nn[nH]n2)c1 is entered as hcGAS lum: 6; mcGAS lum: .; NPYLR7 agonist: 2

# The list goes on.
71) Cc1cc(SC(C)C(=O)NC(=O)NC(C)C)nc2ccccc12 (stereo not drawn)
72) CC(C)Cc1cc(CNC(=O)c2ccc(Cl)cn2)on1
73) O=C(c1cccs1)N1CCCC(OCc2cc(F)cc(F)c2)C1 (stereo not drawn)
74) COc1ccc(Cl)c(S(=O)(=O)NCc2cnn(C)c2)c1
75) CCc1c(C(=O)N(C)Cc2noc(C3CCC3)n2)[nH]c2ccccc12
76) Cc1nc(SC(C)C(N)=O)nc(C)c1C (stereo not drawn)
77) C[C@@H](O)[C@H]1C(=O)N2C(C(=O)O)=C(SC3CN[C@H](C(=O)N(C)C)C3)[C@H](C)[C@H]12 (stereo partly drawn)
78) CCCS(=O)(=O)Nc1ccc(N(C)C)c(CN(Cc2ccccc2)C(=O)C(CC)c2ccccc2)c1 (stereo not drawn)
79) O=C(NCCC(=O)N1CCCCCC1)c1cc2c(ccc3ccccc32)[nH]1
80) CC(=O)N1CCCN(C(=O)CCc2cc3c(n2-c2ccc(C(C)C)cc2)-c2ccccc2OC3)CC1
assay / entry	71	72	73	74	75	76	77	78	79	80
hcGAS lum	-1	-9	1	-9	-6	-6	-4	-1	-9	-5
mcGAS lum	.	.	-2	.	-6	.	.	-7	.	-7
NPYLR7 agonist	7	1	-13	4	5	4	-4	22	-4	1

81) COC(=O)C(NNc1ccc([N+](=O)[O-])cc1)(NC(=O)CC(C)C)C(F)(F)F (stereo not drawn)
82) COc1ccc(OC)c(S(=O)(=O)n2nc(C)c(S(=O)(=O)N3CCCC(C)C3)c2C)c1 (stereo not drawn)
83) COc1cc(/C=C2\Oc3c4c(cc(C)c3C2=O)OCN(C(C)C)C4)cc(OC)c1OC
84) O=C(CSc1nc2sc3c(c2c(=O)n1Cc1ccco1)CCC3)NCCc1ccccc1
assay / entry	81	82	83	84
hcGAS lum	-7	-12	-5	-3
mcGAS lum	.	.	-9	-2
NPYLR7 agonist	3	4	17	-4

# Part of the list above, with values under each structure:
# Every second line gives: hcGAS lum	mcGAS lum	NPYLR7 agonist
81. COC(=O)C(NNc1ccc([N+](=O)[O-])cc1)(NC(=O)CC(C)C)C(F)(F)F (stereo not drawn)
  -7	.	3
84. O=C(CSc1nc2sc3c(c2c(=O)n1Cc1ccco1)CCC3)NCCc1ccccc1
  -3	-2	-4

# Assay outcomes (PubChem)
